# Assay outcomes (PubChem)
# miR-122 sensor – inhibitors of miR-122 in Huh7 cells | Huh7 miR-122 Renilla luciferase sensor, 48 h; neutral wells = 0, positive control = 100 | activation (reporter increase), % at 12.5 µM | 0.3% of 340,000 active;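 active = mean replicate activation score at least 90 and every replicate individually at or above 90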;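 note: higher luciferase means less miR-122 activity so hits act as miR-122 inhibitors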
# FN deposit inh – fibronectin deposition inhibition | inhibition, % at 12.6 µM | AH1F fibroblasts, Alexa488-fibronectin deposition fluorescence, overnight | AID 743247 | 0.086% of 350,000 active;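 active = mean inhibition across replicates of 30% or more, regardless of how many single replicates reach that level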;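 note: positive control wells lacked labelled fibronectin entirely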
#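 Assay system: AH1F fibroblasts / Quantity: 10000 cells per well / Medium: DMEM plus 2% serum, read in PBS / Reagent: labelled fibronectin 24 nM / Dosing: single dose, pinned / Times: 1 h cell attachment, overnight exposure to compound and label / Signal: fluorescence, ex 485 nm, em 525 nm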
# * = called active by the depositor. Only part of the results is shown; count on the stated rates, not on these rows.
SMILES,miR-122 sensor,FN deposit inh
CCOC(=O)CSc1nnc2n(Cc3ccccc3)c(=O)c3c4c(sc3n12)CCC4,-5.0,-6.1
COc1ccc(C(O)Cc2nc3ccccc3n2C)cc1OC (configuration not stated),8.1,-5.0
CC(C)NC(=O)CN1C(=O)C(=O)c2ccccc21,-3.2,8.0
COc1cc(C2C(C(=O)c3ccco3)=C(O)C(=O)N2c2cc(C)on2)cc(Br)c1O (configuration not stated),3.2,0.6
CCSc1nc(-c2ccc(OC)cc2)cc(-c2ccc(OC)cc2)c1C#N,6.8,-0.8
CN1C(=O)S/C(=C/c2cccnc2)C1=O,-2.9,-16.0
COc1cc(NC(=O)c2c3c(nc4ccccc24)CCC3)cc(OC)c1,1.0,10.9
COc1ccccc1OCC(=O)N/N=C1\CCc2ccccc21,18.7,-14.7
C=CCn1c(SCc2ccc3c(c2)OCO3)nc2scc(-c3ccco3)c2c1=O,-3.9,5.9
CCOc1ccc(OCC)c(NC(=O)C2C3C=CC(O3)C2C(=O)NCc2ccco2)c1 (configuration not stated),-2.0,-18.5
CCCCNC(=O)CC(NS(=O)(=O)c1ccc(C)cc1)c1ccco1 (configuration not stated),-1.2,-5.5
CCCCCCC1CCC(C(=O)NC(CCSC)C(=O)NC(C(=O)OC)C(C)C)CC1 (configuration not stated),-5.5,-8.8
COc1ccc(C(=O)Nc2ccc(S(=O)(=O)N3CCCCC3C)cc2)c(OC)c1OC (configuration not stated),2.2,-6.4
O=S(=O)(c1ccc(Cl)c(C(F)(F)F)c1)N1CCN(CC(O)COCC2CCCO2)CC1 (configuration not stated),-1.8,8.8
Cc1ccccc1CSCCNC(=O)CN(c1ccc2c(c1)OCO2)S(C)(=O)=O,0.1,15.4
C1=CC2c3ccccc3NC(c3ccncc3)C2C1 (configuration not stated),0.0,-4.1
Cc1c(C(=O)N2CCOCC2)oc2ccc(S(=O)(=O)N3CCCCCC3)cc12,3.2,15.6
C/C(=N\NS(C)(=O)=O)c1ccccc1,-3.1,-9.2
COc1cccc(NC(=O)CN2CCC(C)CC2)c1,6.9,-7.7
O=C(NCCCNCc1ccccc1)/C(=N\O)c1ccccc1,8.3,-3.8

# Record cards (already shown):
# CCOC(=O)CSc1nnc2n(Cc3ccccc3)c(=O)c3c4c(sc3n12)CCC4 is entered as miR-122 sensor = -5.0; FN deposit inh = -6.1
# Cc1ccccc1CSCCNC(=O)CN(c1ccc2c(c1)OCO2)S(C)(=O)=O is entered as miR-122 sensor = 0.1; FN deposit inh = 15.4

# Back to the main list, repeating the 7 entries before the break.
SMILES,miR-122 sensor,FN deposit inh
O=S(=O)(c1ccc(Cl)c(C(F)(F)F)c1)N1CCN(CC(O)COCC2CCCO2)CC1 (configuration not stated),-1.8,8.8
Cc1ccccc1CSCCNC(=O)CN(c1ccc2c(c1)OCO2)S(C)(=O)=O,0.1,15.4
C1=CC2c3ccccc3NC(c3ccncc3)C2C1 (configuration not stated),0.0,-4.1
Cc1c(C(=O)N2CCOCC2)oc2ccc(S(=O)(=O)N3CCCCCC3)cc12,3.2,15.6
C/C(=N\NS(C)(=O)=O)c1ccccc1,-3.1,-9.2
COc1cccc(NC(=O)CN2CCC(C)CC2)c1,6.9,-7.7
O=C(NCCCNCc1ccccc1)/C(=N\O)c1ccccc1,8.3,-3.8
Cc1ccc(CCNC(=O)c2nnn(-c3cc(C)cc(C)c3)c2N)cc1,-8.2,-4.8
CCOC(=O)CSc1cc(=O)n(CC)c2ccccc12,-11.3,-2.9
Cc1ccc(/C=c2\sc3nc(-c4ccccc4Br)nn3c2=O)o1,-7.3,6.8
CCn1c(=O)c(C(=O)NC(C)C)c(O)c2ccccc21,7.5,0.2
Cn1c(-c2ccc(F)cc2)cnc1NCc1ccc(F)cc1,-0.4,-16.0
CC1=C(C(=O)OCc2ccccc2)C(c2ccc(N(C)C)cc2)NC(=O)N1 (configuration not stated),3.7,7.7
Cc1nc(SCCC(C)C)c([N+](=O)[O-])[nH]1,-3.1,-18.0
CCN1C(=O)CC(N2CCC(Cc3ccccc3)CC2)C1=O (configuration not stated),-9.9,-6.7
CCCCOc1ccccc1C(=O)NCCCC(=O)O,-5.5,-0.4
Cc1cc(C)n(CCc2nc3c4ccccc4n(CC#N)c(=O)n3n2)n1,-0.9,-2.3
COc1cc2c(cc1NCc1ccccn1)oc1ccccc12,18.5,3.8
COc1ccccc1CNC(=O)CCNC(=O)Cn1ccc2ccccc2c1=O,-1.3,2.8
Cc1cc(NC(=O)c2cccc(S(=O)(=O)N3CCCCCC3)c2)no1,8.3,-7.0
CC(C)C(=O)Nc1ccc(C(=O)NC2CCSC2=O)cc1 (configuration not stated),7.5,-0.9
Cc1ccc2cc(CCNC(=O)c3ccco3)c(=O)[nH]c2c1,-4.0,0.2
COc1ccc(NC(=O)CSc2nc3ncccc3[nH]2)cc1OC,1.2,12.8
CCOC(=O)Cn1c(=O)sc2ccccc21,-8.4,8.0
Cn1c2ccc(F)cc2c2ncn(CCCN(CCO)CCO)c(=O)c21,-3.6,4.7
O=C1OC(c2ccccc2)/C(=C(/O)c2ccc(Cl)cc2)C1=O (configuration not stated),-4.8,1.5
CCCCOC(=O)c1ccc(NC(=O)C(=O)NCC2CCCO2)cc1 (configuration not stated),2.7,0.0
Clc1ccc(C2=Nn3c(nnc3-c3cccnc3)SC2)s1,-3.4,8.5
COC(=O)c1cc(OC)c(OC)cc1-n1cnc2cc(OC)c(OC)cc2c1=O,-1.2,-3.1
Cc1ccc(S(=O)(=O)N2CCC(C(=O)N[C@@H](C)C(=O)NCc3ccccc3)CC2)cc1,-12.7,0.7
Cc1cc(C)c(S(=O)(=O)Nc2cccnc2)c(C)c1,45.3,1.0
CCCCN1C(=O)Cc2c1nc(N)c1c(N)nc(N(CCC)CCC)c(C#N)c21,3.2,9.9
COc1ccc(-c2csc(-n3ncc(-c4cccs4)c3N)n2)cc1,4.5,-4.7
Cc1ccc(C(=O)c2oc3nc(C)cc(C)c3c2N)cc1,4.7,7.8
COc1cc(C(=O)NC2=NCCS2)ccc1OCc1c(C)noc1C,-3.2,-49.1
COc1ccc(N(CC(=O)Nc2ccc(C)cn2)S(=O)(=O)c2c(C)noc2C)cc1,0.4,2.5
O=C(Nn1c(C2CC2)nc2ccccc2c1=O)c1ccco1,2.1,-12.8
Cc1cc(Br)ccc1OCC(=O)N1CCCCCC1,-4.8,6.2
CCN(CC)CCN1C(=O)C(=O)/C(=C(/O)c2ccc(OC)c(OC)c2)C1c1ccccn1 (configuration not stated),-4.0,-16.4
COc1ccccc1NC(=S)NNC(=O)c1nn(C)cc1Cl,5.5,-12.0
O=C(/C=C/c1ccc(Cl)cc1Cl)c1nc2ccccc2[nH]1,-7.8,18.2
Cc1ccccc1SCC(=O)NC1CCOC1=O (configuration not stated),-2.2,-0.6
COc1ccccc1Nc1nc(N)nc(CN2CCN(Cc3ccccc3)CC2)n1,-1.9,-4.7
CCOC(=O)COc1ccsc1C(=O)OC,-2.5,-0.1
COc1ccc(N2CCN(Cc3nc4ccccc4c(=O)[nH]3)CC2)cc1,-0.9,-0.5
Nn1c(SCc2cccc(C(F)(F)F)c2)nnc1-c1ccco1,0.4,-2.0
COC(=O)c1sc(NC(=O)CSc2nnnn2-c2cccc(OC)c2)nc1C,-8.1,-2.0
COc1ccc(C2=NO[C@@H]3C(=O)N(C4CCCCC4)C(=O)[C@H]23)cc1OC,-1.5,-11.7
Cc1nnc(-n2ncc(C#N)c2N)c2nn(-c3cccc(Cl)c3)c(C)c12,13.0,-15.6
Cc1ccc(-c2ccc(=O)n(CC(=O)NCCN(C)C)n2)cc1,5.9,-0.4
COc1ccc2cc(C(c3nnnn3CCc3ccccc3)N3CCC(O)CC3)c(=O)[nH]c2c1 (configuration not stated),-1.2,4.6
CCN(CC)CCNC(=O)c1ccc2c(=O)n(C3CCCC3)c(=S)[nH]c2c1,0.6,-0.2
CCN(CCCn1c(SCC#N)nc2ccccc2c1=O)c1ccccc1,0.2,13.7
COC(=O)c1cc2sccc2n1Cc1nc(-c2ccc(OC)cc2)oc1C,0.1,-1.3
Cc1occc1-c1nnc(SCC(=O)Nc2ccccc2-c2ccccc2)n1C,-5.0,-4.1
CCOC(=O)N1CCN(C(=O)c2ccc3c(=O)n(CCOC)c(=O)[nH]c3c2)CC1,-6.2,16.7
COc1ccc(-c2csc(N3C(=N)SCC3=O)n2)cc1,-0.3,-5.6
CC(C)CCOc1cccc(OCC(=O)NC2CCS(=O)(=O)C2)c1 (configuration not stated),4.9,1.7
O=P(OC1CCCCC1)(OC1CCCCC1)C(O)c1ccccc1 (configuration not stated),146.7*,3.3
Cn1c2ccc(F)cc2c2ncn(Cc3ccco3)c(=O)c21,-16.0,6.6
Nc1c(C2=NCCO2)nnn1Cc1ccccc1,0.1,8.4
O=C(COc1ccccc1O)Nc1ccc(Cl)cc1,5.4,-3.3
COC(=O)c1ccc2c(=O)n(CCO)c(=S)[nH]c2c1,-3.8,-3.2
O=C(COC(=O)C1CC(=O)N(c2nc(-c3ccccc3)cs2)C1)c1ccccc1 (configuration not stated),18.3,-2.3
CC(C)(C)C(=O)OCc1cn(-c2ccc(Cl)cc2)nn1,-2.3,7.3
CCOC(=O)C1CCCN(C(=O)c2ccccc2NC(C)=O)C1 (configuration not stated),15.0,2.7
CC(=O)Nc1cccc(NC(=O)CSc2nc(C)c(C)c(C)c2C#N)c1,-12.9,2.2

# Of the compounds above, these contain a thiophene ring, fused or not.
SMILES,miR-122 sensor,FN deposit inh
CCOC(=O)CSc1nnc2n(Cc3ccccc3)c(=O)c3c4c(sc3n12)CCC4,-5.0,-6.1
C=CCn1c(SCc2ccc3c(c2)OCO3)nc2scc(-c3ccco3)c2c1=O,-3.9,5.9
Clc1ccc(C2=Nn3c(nnc3-c3cccnc3)SC2)s1,-3.4,8.5
COc1ccc(-c2csc(-n3ncc(-c4cccs4)c3N)n2)cc1,4.5,-4.7
CCOC(=O)COc1ccsc1C(=O)OC,-2.5,-0.1
COC(=O)c1cc2sccc2n1Cc1nc(-c2ccc(OC)cc2)oc1C,0.1,-1.3

# Continued.
SMILES,miR-122 sensor,FN deposit inh
Cc1cccc(C(=O)NC(=S)N2CCN(C)CC2)c1,-1.5,5.2
CCc1cccc(CC)c1NC(=O)CSc1nnc(C(C)C)n1CC,-12.2,-0.9
COc1ccc(C2NC(=O)NC(O)(C(F)(F)F)C2C(=O)c2ccccc2)cc1OC (configuration not stated),2.7,-6.6
Cc1cc(C(=O)CSc2nc3ccccc3o2)c(C)n1C1CC1,-12.4,-6.4
CC(C)CCn1c(Sc2nc3ccccc3s2)nc2c1c(=O)[nH]c(=O)n2C,6.0,-5.3
CCOC(=O)c1ccc(NS(=O)(=O)c2cnc[nH]2)cc1,1.8,-14.1
Cc1ccc(C)n1CCN1CCN(CC(=O)Nc2ccc(S(N)(=O)=O)cc2)CC1,1.5,11.9
CCOCC(=O)Nc1c(C(=O)Nc2ccccc2OC)oc2ccccc12,0.1,11.7
COc1ccc(OC)c(C2C(C(C)=O)=C(O)C(=O)N2c2ccc(F)cc2)c1 (configuration not stated),-17.5,-5.4
COc1ccccc1NC(=O)c1ccc(S(=O)(=O)N2CCOCC2)cc1,-1.7,3.6
C/C(=C1/SC(N2CC(C)OC(C)C2)=NC1=O)c1ccccc1 (configuration not stated),-4.1,7.5
CC(=O)Nc1cccc(OCC(=O)NC(C)C(C)C)c1 (configuration not stated),-0.5,-10.1
Cc1ccccc1Nc1ncccc1C(=O)N1CCOCC1,6.1,6.9
CC1(C)CNC(=O)C=C(c2ccccc2)C1,-3.7,9.6
COC(=O)c1c(NC(=O)CN2CCN(Cc3ccc4c(c3)OCO4)CC2)sc(C)c1C,2.2,-0.1
CC(C(=O)Nc1ccc(C(=O)O)cc1)N1C(=O)c2ccccc2C1=O (configuration not stated),-5.0,5.0
CCNC(=O)Cc1ccc(NS(=O)(=O)c2ccc(F)cc2)cc1,-2.1,6.2
O=C(O)c1ccccc1OCCOc1ccccc1,-3.5,-10.9
CCCN(CCC)C(=O)CSc1nc2ccccc2c(=O)n1C1CCCC1,13.3,-5.6
COc1ccc(-n2nnnc2-c2cnc(N3CCCC3)nc2C(F)(F)F)cc1,-1.4,-11.2
